Screening data as filed in PubChem BioAssay.
TbMetRS inhib: T. brucei MetRS inhibitors, primary screen, biochemical, luminescence; purified T. brucei MetRS, ATP depletion, Kinase-Glo luminescence; inhibition, % at 11.9 µM; hit rate 0.4% among 360,000;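 active means inhibition above a per-plate cutoff of the control wells' mean inhibition plus 3 SD, cut at about 5.5% in these data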;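 further: 0% = DMSO wells median and 100% = median of wells with control inhibitor compound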
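Material: T. brucei methionyl-tRNA synthetase, purified; reagent: substrates ATP, L-methionine and bulk Escherichia coli tRNA; dosing: 11.9 µM single point; timing: 15 min plus 2 h at 25 °C; detection: luminescence of leftover ATP; evaluation: % inhibition; control set: DMSO-only wells as low control; replicates: singlicate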
MsrA inhibitor: bovine MsrA enzyme inhibitors, primary screen, biochemical, absorbance, HTS; purified bovine MsrA, absorbance read-out; inhibition, % at 15.5 µM; hit rate 0.75% among 360,000; AID 651718, 2012; in the data active means inhibition above about 4.5%;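 further: 0% = vehicle wells with enzyme and 100% = reference inhibitor wells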
SUMO1 PPI mod: modulators of SUMO1 protein-protein interactions, primary screen, biochemical, uHTS | SUMO1 binding to a labelled peptide, TR-FRET, 1 h | hit rate 0.33% among 360,000 | inhibition, % at 20 µM | Small ubiquitin-related modifier 1 (Homo sapiens), P63165 | AID 602429, 2012; in the data active means inhibition above about 37%
Target sequence (P63165 whole entry, looked up): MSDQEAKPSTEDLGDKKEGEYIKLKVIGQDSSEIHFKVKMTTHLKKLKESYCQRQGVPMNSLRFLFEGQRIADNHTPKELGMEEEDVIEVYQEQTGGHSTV
STEP block: STEP phosphatase inhibitors, primary screen, biochemical, fluorescence intensity, uHTS; Tyrosine-protein phosphatase non-receptor type 5 (Homo sapiens), P54829; recombinant STEP, OMFP fluorogenic substrate; inhibition, % at 20 µM; hit rate 0.25% among 360,000; AID 588621, 2011;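 active means inhibition at 20 µM, scaled per plate between control wells, above about 37%, limit read from the data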;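 further: 0% = DMSO with enzyme and substrate and 100% = substrate only without enzyme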
Target sequence (P54829 whole entry, looked up): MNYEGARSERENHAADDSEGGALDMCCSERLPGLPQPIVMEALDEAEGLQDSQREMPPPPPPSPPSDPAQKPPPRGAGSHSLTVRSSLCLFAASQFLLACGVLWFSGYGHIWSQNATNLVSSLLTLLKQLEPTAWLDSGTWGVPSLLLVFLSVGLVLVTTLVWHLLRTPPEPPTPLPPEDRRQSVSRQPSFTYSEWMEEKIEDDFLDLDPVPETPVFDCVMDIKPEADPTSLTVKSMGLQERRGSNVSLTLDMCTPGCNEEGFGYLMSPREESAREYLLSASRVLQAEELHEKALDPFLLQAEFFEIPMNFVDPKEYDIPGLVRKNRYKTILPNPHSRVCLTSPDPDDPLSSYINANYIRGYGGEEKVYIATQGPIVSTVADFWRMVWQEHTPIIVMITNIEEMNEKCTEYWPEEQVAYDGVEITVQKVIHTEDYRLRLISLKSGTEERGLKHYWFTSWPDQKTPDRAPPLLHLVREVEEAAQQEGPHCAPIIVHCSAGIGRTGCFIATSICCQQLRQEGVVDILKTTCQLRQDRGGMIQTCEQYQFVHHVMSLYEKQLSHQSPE
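Material: STEP (striatal-enriched tyrosine phosphatase) enzyme, cell-free | Medium: 50 mM Bis-Tris pH 6.0 with 2.5 mM DTT and 0.005% Tween 20 | Read-out: Percent inhibition scaled to no-enzyme and uninhibited-enzyme controls, plate-pattern corrected | Signal: Fluorescence read at 480 nm ex / 540 nm em | Times: 20 min reaction, room temperature, in the dark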
DNMT1 inh: human DNMT1 methyltransferase inhibitors, primary screen, biochemical, molecular beacon, fluorescence, HinP1I cleavage, uHTS; inhibition (reported as % activation of signal), % at 10 µM; hit rate 0.83% among 360,000; DNA (cytosine-5)-methyltransferase 1 (Homo sapiens), P26358; in the data active means inhibition above about 50%
LMPTP block: LMPTP phosphatase inhibitors, primary screen, biochemical, fluorescence intensity, uHTS; recombinant LMPTP-A, OMFP fluorogenic substrate; inhibition, % at 20 µM; hit rate 0.22% among 360,000; Low molecular weight phosphotyrosine protein phosphatase (Homo sapiens), P24666;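 active means compounds that cut the enzyme signal by at least half of the control window in the single-dose screen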;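 further: plate controls were DMSO wells with enzyme plus substrate for no effect and substrate without enzyme for full effect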
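Assay system: LMPTP-A phosphatase enzyme | Input: 0.625 nM enzyme | Also added: Fluorogenic phosphatase substrate OMFP at 400 µM final | Compound dosing: One test concentration per compound, 20 µM, with 3% DMSO overall | Schedule: 50 min enzyme reaction at room temperature, protected from light | Signal: Fluorescence intensity | Benchmarks: no-enzyme and uninhibited controls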
Rpn11 block: Rpn11 (PSMD14) deubiquitinase inhibitors, primary screen, biochemical, fluorescence polarization, uHTS | calls only at 20 µM | AID 588493, 2011 | human 26S proteasome, Ub4-pepOG fluorescence polarization; 20S core pre-blocked with epoxomicin | hit rate 0.59% among 360,000;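 active means inhibition at 20 µM, scaled to each plate's controls, above about 33%, limit read from the data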
Target sequence (O00487 whole entry, looked up): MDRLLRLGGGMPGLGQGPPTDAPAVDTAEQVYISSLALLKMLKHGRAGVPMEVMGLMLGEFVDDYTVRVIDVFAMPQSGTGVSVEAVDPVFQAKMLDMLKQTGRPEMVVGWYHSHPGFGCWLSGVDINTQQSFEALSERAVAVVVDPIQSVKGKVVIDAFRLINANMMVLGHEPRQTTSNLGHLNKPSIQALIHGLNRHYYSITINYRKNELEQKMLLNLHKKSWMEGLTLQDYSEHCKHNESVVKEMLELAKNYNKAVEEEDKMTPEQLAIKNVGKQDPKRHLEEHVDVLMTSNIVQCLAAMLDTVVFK
CSN inh: inhibitors of CSN-mediated cullin deneddylation, primary screen, biochemical, fluorescence polarization, uHTS; COP9 signalosome complex subunit 5 (Homo sapiens), Q92905; Purified CSN, SCF-Nedd8-OG deneddylation; inhibition, % at 12.5 µM; hit rate 0.38% among 360,000;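 active means pattern-corrected inhibition above about 35%, with an unprinted fluorescence ratio check between 0.5 and 1.5, limit read from the data, passing the limit was not always enough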;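 further: 0% = enzyme with substrate and 100% = substrate without enzyme; some results filed as inactive read as strong as hits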
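Assay system: HEK293T-derived human Csn5 enzyme; quantity: 0.24 nM enzyme; medium: Tris/NaCl/DTT buffer, pH 7.5; also added: substrate SCFSkp2-Nedd8OG, 10 nM; doses: 12.5 µM compound; schedule: 90 min reaction at room temperature; signal: FP; read-out: % inhibition of substrate cleavage by Csn5; benchmarks: substrate-only high control, full reaction low control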
Scp-1 inhibitor: Scp-1 phosphatase inhibitors, primary screen, biochemical, colorimetric, uHTS; Carboxy-terminal domain RNA polymerase II polypeptide A small phosphatase 1 (Homo …; Recombinant Scp1, phosphopeptide, malachite green phosphate absorbance; inhibition, % at 20 µM; hit rate 0.88% among 340,000; AID 493091, 2011;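 active means inhibition above about 50% at 20 µM, limit read from the data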;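 further: plate controls were DMSO wells with enzyme for no effect and wells lacking enzyme for full effect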
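System: truncated SCP-1 phosphatase (76-261aa); medium: Tris acetate buffer pH 5.5 with MgCl2 and Tween-20; incubation: 45 min room-temperature reaction, 5 min colour, 30 min stabiliser; compound: single 20 µM dose, 1% DMSO; reagent: Phosphorylated 17-residue peptide substrate; read-out: % inhibition at 20 µM; technique: colorimetric free-phosphate detection, absorbance 630 nm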
NadD block: inhibitors of S. aureus NadD, primary screen, biochemical, colorimetric, uHTS | Nicotinate-nucleotide adenylyltransferase NadD (Staphylococcus aureus N315) | hit rate 0.78% among 360,000 | AID 602399, 2012 | purified NadD enzyme, colorimetric absorbance read-out | inhibition, % at 20 µM; in the data active means inhibition above about 26%; further: some compounds past the cut are filed as inactive
The depositor's hits bear a star; i = inactive; . = no result given.

entry	smiles	TbMetRS inhib	MsrA inhibitor	SUMO1 PPI mod	STEP block	DNMT1 inh
1	O=[N+]([O-])c1ccc(N2CCSCC2)cc1O	-0.1	-0.4	-33	0	0
2	CC1Cc2ccccc2N1C(=O)c1ccc2c(c1)nnn2C (stereo not drawn)	0.0	0.0	-1	-3	1
3	Cc1nnc(SCC(=O)N2CCN(S(=O)(=O)c3ccc(Cl)cc3)CC2)[nH]c1=O	-0.4	0.8	0	-1	3
4	O=C(N/N=C/c1c[nH]c2ccc(Br)cc12)C1CC1	-1.1	0.2	-4	-2	-13
5	CCOc1ccccc1NC(=O)c1ccccc1-c1nc(-c2ccccc2)no1	-1.1	-0.1	-2	3	-8
6	Cc1ccc(S(=O)(=O)/C=C2\OCc3ccccc32)cc1	0.3	1.1	2	.	.
7	CC(=O)c1cccc(NC(=O)COC(=O)c2cccc(N3C(=O)c4ccccc4C3=O)c2)c1	0.1	-0.3	-10	1	-9
8	COC(=O)c1ccc(COC(=O)c2ccc(SC)cc2OC)cc1	-0.2	-0.1	0	0	-8
9	O=S(=O)(NCCc1nc2ccccc2[nH]1)c1ccccc1	-0.2	1.1	4	-1	0
10	CS(=O)(=O)N(CC(=O)NCCSc1ccccn1)c1ccc(F)cc1	-0.7	-0.1	-2	-2	-2
11	COc1ccc(CNC(=O)CSc2ncn[nH]2)cc1	0.0	-0.2	0	-4	0
12	Cc1nn(Cc2ccccc2Cl)c(C)c1NC(=O)c1ccn(C)n1	-1.8	1.1	2	-6	10
13	Cc1cc(C(=O)NCc2ccccc2F)cs1	-1.5	0.4	-1	0	-3
14	CCOC(=O)C1Cc2c([nH]c3ccccc23)C(C)N1 (stereo not drawn)	-0.5	-0.6	-7	1	-4
15	COc1ccc(OC)c(/C=N/NC(=O)CNC(=O)c2ccc(S(=O)(=O)N3CCOCC3)cc2)c1	0.2	1.5	-2	0	3

entry	LMPTP block	Rpn11 block	CSN inh	Scp-1 inhibitor	NadD block
1	1.8	i	1	-11	0
2	-1.5	i	-1	-7	2
3	-2.2	i	2	9	-6
4	0.1	i	3	-8	-5
5	1.0	i	-4	-7	-8
6	-0.4	.	-3	.	.
7	2.3	i	5	-9	-2
8	1.7	i	-7	-9	-11
9	-0.9	i	-3	-8	12
10	-0.4	i	10	5	-1
11	-1.1	i	-1	-7	0
12	1.8	i	-1	3	3
13	0.1	i	3	-6	5
14	-1.6	i	3	-6	1
15	-0.8	i	-2	-6	3

New compounds follow.
entry	smiles	TbMetRS inhib	MsrA inhibitor	SUMO1 PPI mod	STEP block	DNMT1 inh
16	Nc1c(C(=O)N2CCCCCC2)oc2ccccc12	-0.6	-0.3	-8	-1	1
17	CCCCn1nc2cc(C(=O)NCc3ccc(OC(F)(F)F)cc3)ccc2c1OC	-0.5	1.6	-2	0	10
18	C/C(=N\NC(=O)COc1ccc([N+](=O)[O-])cc1)c1ccco1	-0.3	0.7	-17	1	4
19	Cc1ccc(CN2[C@@H](Cc3ccccc3)C(=O)CS2(=O)=O)cc1	-0.4	-0.3	8	0	-1
20	O=C(c1cccc(Oc2ccc([N+](=O)[O-])cc2)c1)N1CCOCC1	-0.1	0.6	-15	-1	1
21	O=C(O)c1ccccc1C(=O)c1ccc(N2CCOCC2)c([N+](=O)[O-])c1	-0.1	3.6	-9	0	0
22	COc1ccc2cc3c(N)nn(C(=O)c4cccc(F)c4)c3nc2c1	-0.5	-0.4	85*	96*	43
23	COc1ccc(-c2cc(C(=O)NCc3ccccc3)no2)cc1OC	-0.6	-1.4	4	7	4
24	Cc1sc(NC(=O)c2cccs2)nc1-c1ccccc1	-0.4	1.3	1	0	-6
25	CCCN1CCN(C(=O)CCn2c(=O)c3cccn3c3cccnc32)CC1	-0.9	0.3	5	-1	2
26	CC(=O)Nc1ccc(-c2csc(NC(=O)CC(NC(C)=O)c3ccccc3)n2)cc1 (stereo not drawn)	-0.1	0.0	-4	-3	-27
27	CN=C(C)/C(C(=O)OC)=C(/O)c1c(F)cccc1F	-0.2	-0.1	-1	1	2
28	CCN(CC(=O)Nc1ccc(OC)cc1)C(=O)c1ccc2ccccc2c1	0.4	-1.5	3	2	-1
29	O=C(NCC(=O)N(Cc1cccs1)C(C(=O)NC1CCCC1)c1ccncc1)c1ccco1 (stereo not drawn)	1.1	-1.1	2	1	-7
30	CC(=O)Nc1ccc(NC(=O)CSc2nnc(-c3cccs3)n2C)cc1	-0.1	1.4	2	-1	1

entry	LMPTP block	Rpn11 block	CSN inh	Scp-1 inhibitor	NadD block
16	-0.8	i	-4	-9	0
17	-0.3	i	-3	-2	2
18	-0.2	i	-3	-8	-1
19	0.2	i	2	-11	3
20	0.3	i	6	1	-3
21	-0.1	i	5	-1	-4
22	26	.	17	96*	-2
23	-0.5	i	3	-11	-11
24	3.0	i	3	-12	4
25	0.0	i	-1	4	-4
26	-0.9	i	1	-2	-3
27	0.6	i	-1	-11	-2
28	0.0	i	4	-3	2
29	-0.4	i	3	-6	2
30	-0.1	i	0	-3	-4

Down the list, quoted from above:
Entries 20 to 26 in DNMT1 inh: 1, 0, 43, 4, -6, 2, -27
Entries 20 to 26 in NadD block: -3, -4, -2, -11, 4, -4, -3

Following part.
entry	smiles	TbMetRS inhib	MsrA inhibitor	SUMO1 PPI mod	STEP block	DNMT1 inh
31	O=C(CN1C(=O)c2ccccc2S1(=O)=O)NC1CCCCC1	-0.7	-0.8	-1	0	2
32	O=C(O)COCC(=O)Nc1ccc(-n2cnnn2)cc1	0.3	0.2	4	9	-1
33	COc1cc(/C=C/C(=O)OCc2csc(CC(=O)Nc3ccc(C)cc3)n2)ccc1OCC#N	-0.3	0.1	-5	1	-27
34	O=C(CNC(=O)c1ccc(Br)o1)Nc1ccncc1	-0.6	-0.3	-4	-1	0
35	CN(C)c1ccc(CN2CCC(C(N)=O)CC2)cc1	-0.1	-0.2	20	0	-7
36	CCOc1ccc2nc(N=NC3=C(O)CC(C)(C)CC3=O)sc2c1	-0.3	1.6	-40	3	-2
37	O=C1CCN(Cc2ccc([N+](=O)[O-])cc2)CCN1[C@H](CO)Cc1ccccc1	-0.3	0.1	-21	4	5
38	CCOc1ccc(-c2nc(C#N)c(N3CCN(C)CC3)o2)cc1	-1.4	2.3	0	1	5
39	CC(C)(C)c1ccc(C(=O)N2CCC(=O)N(C(COCc3ccccc3)Cc3ccccc3)CC2)cc1 (stereo not drawn)	-0.4	-0.7	8	2	-3
40	COc1ccc(N(CC(=O)NC2CCCC2)C(=O)c2csnn2)cc1	0.2	-1.0	0	2	4
41	O=C1/C(=C/c2cccnc2)SC(=S)N1CC1CCCO1 (stereo not drawn)	-0.6	1.1	-20	2	0
42	Cc1ccc(NC(=S)NCc2ccc3[nH]c4c(c3c2)CCCC4)cc1	-0.7	-0.4	2	-1	-25
43	CN1CCCN(C(=O)c2cc(-c3ccc(Cl)c(Cl)c3Cl)nc3ccccc23)CC1	-0.3	-0.5	9	-2	0
44	COC(=O)c1ccc(NC(=O)c2cc(Cl)ccc2OC)cc1	-0.2	-0.4	-3	-3	11
45	O=C(c1cccs1)N1CCN(c2nc3ccccc3s2)CC1	-0.6	-0.3	4	1	3

entry	LMPTP block	Rpn11 block	CSN inh	Scp-1 inhibitor	NadD block
31	-2.0	i	0	7	-1
32	0.2	i	-3	-11	1
33	-0.1	i	4	1	3
34	-1.4	i	2	-3	-3
35	-1.2	i	0	-8	-4
36	6.0	i	4	-9	4
37	-0.7	i	2	-2	0
38	0.2	i	-2	-1	2
39	10	i	104	-11	0
40	-1.7	i	-5	-10	-4
41	-1.0	i	-2	-2	6
42	0.4	i	3	17	7
43	-2.2	i	-2	-6	-4
44	-0.1	i	15	-7	1
45	-0.7	i	0	4	-6

Compound profiles, from the list above. Order of screens: TbMetRS inhib, MsrA inhibitor, SUMO1 PPI mod, STEP block, DNMT1 inh, LMPTP block, Rpn11 block, CSN inh, Scp-1 inhibitor, NadD block
O=C1/C(=C/c2cccnc2)SC(=S)N1CC1CCCO1 (stereo not drawn) across the screens: -0.6, 1.1, -20, 2, 0, -1.0, i, -2, -2, 6
CN(C)c1ccc(CN2CCC(C(N)=O)CC2)cc1 across the screens: -0.1, -0.2, 20, 0, -7, -1.2, i, 0, -8, -4

Carrying on:
entry	smiles	TbMetRS inhib	MsrA inhibitor	SUMO1 PPI mod	STEP block	DNMT1 inh
46	COc1ccccc1OCCn1c(C(C)O)nc2ccccc21 (stereo not drawn)	-0.5	1.7	1	-2	3
47	CCc1cccc(NC(=O)CCNC(=O)Cn2ccc3ccccc3c2=O)c1	-0.5	1.3	4	-3	-1
48	CC(C)(C)NC(=O)CC1C[C@H](C(=O)N2CCOCC2)[C@@]2(CCC3CCCC3)c3[nH]c4ccccc4c3CCN2C1=O (stereo partly drawn)	-1.8	-0.1	4	1	1
49	Clc1ccc(CSc2nnc(-c3ccncc3)o2)cc1	-0.4	-0.7	2	1	2
50	COc1ccc(OC)c(N(CC(=O)NC2CCCCCC2)S(=O)(=O)c2ccc(C)cc2)c1	-0.5	-0.6	4	0	3

entry	LMPTP block	Rpn11 block	CSN inh	Scp-1 inhibitor	NadD block
46	-2.8	i	-1	-5	-4
47	0.0	i	-3	-4	-9
48	-1.3	i	0	-2	0
49	-0.7	i	-2	-9	10
50	1.7	i	0	-9	0

Rows were taken by chance. About 3.9% of those tested had a hit in this group.
